Assay outcomes deposited in PubChem BioAssay by several laboratories.
PKA-R2B activ = activates the human PKA-R2B holoenzyme complex | AID 504700 | 0.079% of 340,000 active | PKA-R2B holoenzyme dissociation, Cy5-IP20 fluorescence polarization; R2B truncated from residue 108, S112A mutant; 0% DMSO only, 100% 113 µM cGMP | activation, % at 11.4 µM;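 active = activation above a cutoff set at the mean over all compounds plus 3 SD, cut at about 18% in these data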;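 also: higher means more holoenzyme dissociation and a rise in polarization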
E coli growth = bacterial growth inhibition, counter-screen for AddAB inhibitors; E. coli V3065 growth, OD600 absorbance, 18 h; inhibition, % at 11.9 µM; 0.27% of 330,000 active; AID 449728;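 active = inhibition above the campaign's mean inhibition across all tested compounds plus 3 SD, cut at about 9.9% in these data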;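 also: uninfected addAB+ strain grown without phage in ampicillin broth; 0% = DMSO wells and 100% = ciprofloxacin 0.95 µg/ml wells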
PfHsp90 yeast 2 = growth inhibition of yeast expressing Plasmodium Hsp90; S. cerevisiae expressing PfHsp90, BacTiter-Glo ATP, 48 h; yeast lacking PDR1 and PDR3 efflux regulators; inhibition, % at 9.4 µM; 0.32% of 310,000 active; AID 504621;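 active = every replicate shows inhibition above about 80%, whatever the replicate mean, limit read from the data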;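 also: 0% = DMSO neutral controls and 100% = 20 µM radicicol positive controls; yeast relying on Plasmodium falciparum Hsp90 in place of its own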
OPRM1-OPRD1 ag = agonists of human mu-delta opioid receptor heterodimerization. P35372+P41143. cells, OPRM1-OPRD1 heterodimerization, luminescence. activation, % at 9.3 µM. 0.3% of 340,000 active; in the data active = activation above about 18%;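 also: 0% = vehicle-treated cells and 100% = reference agonist; values of inactives mirror those of a sister screen read the other way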
Target sequence (P35372 whole entry, looked up): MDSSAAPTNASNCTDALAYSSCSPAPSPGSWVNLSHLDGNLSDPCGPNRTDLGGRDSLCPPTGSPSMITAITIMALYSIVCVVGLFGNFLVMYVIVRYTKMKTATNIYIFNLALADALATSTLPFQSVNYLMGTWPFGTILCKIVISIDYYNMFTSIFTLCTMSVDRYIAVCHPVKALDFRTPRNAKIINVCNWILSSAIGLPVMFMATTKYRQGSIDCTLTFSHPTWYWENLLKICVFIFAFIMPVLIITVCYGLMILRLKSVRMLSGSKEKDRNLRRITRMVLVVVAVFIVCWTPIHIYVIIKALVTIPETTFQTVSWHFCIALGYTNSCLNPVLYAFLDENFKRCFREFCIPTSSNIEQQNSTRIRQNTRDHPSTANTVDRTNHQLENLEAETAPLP
Target sequence (P41143 whole entry, looked up): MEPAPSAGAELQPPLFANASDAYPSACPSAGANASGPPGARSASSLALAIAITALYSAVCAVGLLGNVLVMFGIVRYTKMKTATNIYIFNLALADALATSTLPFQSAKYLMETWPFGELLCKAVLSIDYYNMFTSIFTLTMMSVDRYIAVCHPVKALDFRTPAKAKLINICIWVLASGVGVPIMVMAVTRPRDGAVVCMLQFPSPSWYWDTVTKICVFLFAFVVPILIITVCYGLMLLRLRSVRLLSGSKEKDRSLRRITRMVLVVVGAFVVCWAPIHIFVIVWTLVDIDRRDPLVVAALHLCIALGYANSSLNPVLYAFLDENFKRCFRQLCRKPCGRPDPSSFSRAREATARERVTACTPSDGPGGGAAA
phage Ecoli inh = E. coli growth loss with phage present; growth absorbance; inhibition, % at 11.9 µM; 0.26% of 360,000 active; AID 651602; in the data active = inhibition above about 11%
PKA-R1A activ = activates the PKA-R1A holoenzyme complex | P00514+P68181 | PKA-R1A dissociation, Cy5-IP20 fluorescence polarization; scaled: DMSO 0%, 113 µM cGMP 100% | activation, % at 11.4 µM | 0.083% of 340,000 active | AID 504707;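 active = percent activation above the mean of all tested compounds plus 3 SD, cut at about 19% in these data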;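 also: higher means more PKAc released from R1A so a rise in polarization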
AddAB inh = less growth of phage-infected E. coli with AddAB | E. coli expressing H. pylori AddAB, absorbance growth | inhibition, % at 11.9 µM | 0.29% of 330,000 active; in the data active = inhibition above about 12%;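 also: 0% = vehicle wells of infected cells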
Tat transport = E. coli Tat transport inhibition | E. coli MC4100 TorA-mCherry Tat export, fluorescence | inhibition, % at 10 µM | 0.036% of 340,000 active;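 active = mean replicate inhibition at least 50% and at least half of replicates individually reaching 50%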;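 also: exported cargo escapes ClpAP degradation while cytoplasmic cargo is degraded and loses fluorescence; 0% = median of neutral control wells and 100% = median of NaSCN control wells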
OPRM1-OPRD1 inv = inverse agonists of human mu-delta opioid receptor heterodimerization; P35372+P41143; cell-based MOR-DOR heterodimer luminescence, inverse agonism; inhibition, % at 9.3 µM; 0.21% of 340,000 active; in the data active = inhibition above about 22%, passing the limit was not always enough;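 also: 0% = cells with DMSO and 100% = wells without cells with DMSO; values of inactives mirror those of a sister screen read the other way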
HTR5A inv ctr = HTR5A inverse agonism, opioid heterodimer counter-screen; P47898; HTR5A cell line, luminescence; inhibition, % at 9.3 µM; 0.083% of 340,000 active; AID 504634; in the data active = inhibition mostly above about 23%, no sharp cut-off; inactive = mostly below about 18%;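 also: 0% = cells with DMSO and 100% = no-cell wells with DMSO; some compounds called inactive have numbers as strong as hits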
Mot1-301 SUMO = blocks SUMOylation pathway, rescuing yeast Mot1-301 growth; S. cerevisiae Mot1-301 growth rescue, ATP luminescence, 38.5C; percent above DMSO median, 100 means doubled; growth rescue, % at 18.8 µM; 1% of 320,000 active;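 active = every valid replicate shows activation above 250% relative to neutral control wells; inactive = the rest, any valid replicate at or below 250%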;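 also: OY570 slx delta 5 strain wells were the positive control but not used for scaling; some compounds called inactive have numbers as strong as hits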
Starred values were filed as active, the others as inactive.

How did Nc1c(C=C2C=CC(=O)C=C2)c(=O)nc2sc(CC(=O)N3CCCCC3)nn12 do in these assays?
PKA-R2B activ: 3; E coli growth: 0.3; PfHsp90 yeast 2: -3; OPRM1-OPRD1 ag: -2.7; phage Ecoli inh: 2.5; PKA-R1A activ: -4; AddAB inh: 0.7; Tat transport: -1; OPRM1-OPRD1 inv: 14; HTR5A inv ctr: 2; Mot1-301 SUMO: -21

Results for C/[N+]([O-])=C\C1C(=O)CC(C)(C)CC1=O ?
PKA-R2B activ: -10; E coli growth: 0.4; PfHsp90 yeast 2: -15; OPRM1-OPRD1 ag: -1.0; phage Ecoli inh: 3.8; PKA-R1A activ: 11; AddAB inh: 1.9; Tat transport: 2; OPRM1-OPRD1 inv: 6; HTR5A inv ctr: -2; Mot1-301 SUMO: 20

Results for Cc1nc(C(F)(F)F)c(C(=O)O)cc1-c1nc(-c2ccccc2)cs1 ?
PKA-R2B activ: -1; E coli growth: 0.2; PfHsp90 yeast 2: -1; OPRM1-OPRD1 ag: -2.6; phage Ecoli inh: -0.1; PKA-R1A activ: -6; AddAB inh: 1.9; Tat transport: -1; OPRM1-OPRD1 inv: 12; HTR5A inv ctr: -26; Mot1-301 SUMO: -14

What do the screens show for `CCOC(=O)c1c(NC(=O)Cn2cnc([N+](=O)[O-])n2)sc(C)c1C`?
PKA-R2B activ: -8; E coli growth: 0.8; PfHsp90 yeast 2: -1; OPRM1-OPRD1 ag: 2.5; phage Ecoli inh: -0.4; PKA-R1A activ: 1; AddAB inh: -0.9; Tat transport: -2; OPRM1-OPRD1 inv: -13; HTR5A inv ctr: 7

Results for CCN1C(=O)C(C)S/C1=N\S(=O)(=O)c1ccc(F)cc1 (stereo not drawn) ?
PKA-R2B activ: -7; E coli growth: 0.5; PfHsp90 yeast 2: -13; OPRM1-OPRD1 ag: 0.0; phage Ecoli inh: 4.5; PKA-R1A activ: -17; AddAB inh: 1.4; Tat transport: 4; OPRM1-OPRD1 inv: 0; HTR5A inv ctr: 9; Mot1-301 SUMO: -25

How did O=c1[nH]c2ccccc2cc1-c1noc(-c2cccnc2)n1 do in these assays?
PKA-R2B activ: -1; E coli growth: -2.5; OPRM1-OPRD1 ag: -3.2; phage Ecoli inh: 2.8; PKA-R1A activ: 4; AddAB inh: 1.0; Tat transport: 1; OPRM1-OPRD1 inv: 16; HTR5A inv ctr: -8; Mot1-301 SUMO: -2

Results for C=CCSc1ncccc1C(=O)NCCc1ccc(Cl)cc1 ?
PKA-R2B activ: 3; E coli growth: 1.0; PfHsp90 yeast 2: 3; OPRM1-OPRD1 ag: -3.5; phage Ecoli inh: 2.5; PKA-R1A activ: -10; AddAB inh: 0.8; Tat transport: -1; OPRM1-OPRD1 inv: 16; HTR5A inv ctr: -19; Mot1-301 SUMO: 14

Results for Clc1ccc(OCCN2CCOCC2)cc1 ?
PKA-R2B activ: 6; E coli growth: 1.4; PfHsp90 yeast 2: 4; OPRM1-OPRD1 ag: -3.1; phage Ecoli inh: 2.2; PKA-R1A activ: -4; AddAB inh: 1.8; Tat transport: -1; OPRM1-OPRD1 inv: 15; HTR5A inv ctr: -1; Mot1-301 SUMO: -2

Results for CCc1nnc(NC(=O)c2ccc(-c3cccc(C(F)(F)F)c3)o2)s1 ?
PKA-R2B activ: -4; E coli growth: -0.6; PfHsp90 yeast 2: -5; OPRM1-OPRD1 ag: -0.8; phage Ecoli inh: 2.5; PKA-R1A activ: 2; AddAB inh: 0.2; Tat transport: 4; OPRM1-OPRD1 inv: 4; HTR5A inv ctr: -37; Mot1-301 SUMO: -3

Results for N/C(=N\NS(=O)(=O)c1ccccc1C(F)(F)F)c1ccccn1 ?
PKA-R2B activ: 13; E coli growth: -0.3; PfHsp90 yeast 2: -14; OPRM1-OPRD1 ag: -0.9; phage Ecoli inh: 3.1; PKA-R1A activ: 4; AddAB inh: 1.8; Tat transport: 5; OPRM1-OPRD1 inv: 4; HTR5A inv ctr: 9; Mot1-301 SUMO: 1

Results for CSCc1ccc(C(=O)NCc2ccc(C)cc2)cc1 ?
PKA-R2B activ: 11; E coli growth: 1.9; PfHsp90 yeast 2: -1; OPRM1-OPRD1 ag: -1.4; phage Ecoli inh: 4.2; PKA-R1A activ: 12; AddAB inh: 6.0; Tat transport: 2; OPRM1-OPRD1 inv: 8; HTR5A inv ctr: 10; Mot1-301 SUMO: -4

Results for Cn1ccnc1SCC(=O)c1c(N)n(C)c(=O)n(C)c1=O ?
PKA-R2B activ: 11; E coli growth: 0.8; OPRM1-OPRD1 ag: -0.5; phage Ecoli inh: 3.3; PKA-R1A activ: 10; AddAB inh: -0.6; Tat transport: -4; OPRM1-OPRD1 inv: 3; HTR5A inv ctr: -5; Mot1-301 SUMO: -5

How did Cn1cnnc1SCC(=O)Nc1ccc(Br)cc1F do in these assays?
PKA-R2B activ: 1; E coli growth: 1.6; PfHsp90 yeast 2: -1; OPRM1-OPRD1 ag: -0.7; phage Ecoli inh: 3.6; PKA-R1A activ: 1; AddAB inh: 0.9; Tat transport: 6; OPRM1-OPRD1 inv: 4; HTR5A inv ctr: 16; Mot1-301 SUMO: -7

Results for CC1(C)N([O-])C(c2ccccc2)=C[N+](=O)C1(C)C ?
PKA-R2B activ: -11; E coli growth: -0.7; PfHsp90 yeast 2: 8; OPRM1-OPRD1 ag: -2.8; phage Ecoli inh: 1.8; PKA-R1A activ: -5; AddAB inh: 2.1; Tat transport: 10; OPRM1-OPRD1 inv: 15; HTR5A inv ctr: 6; Mot1-301 SUMO: 119

How did O=C(CCc1nc2ccccc2c(=O)[nH]1)OCc1nnc(-c2ccccc2)o1 do in these assays?
PKA-R2B activ: -5; E coli growth: -1.3; PfHsp90 yeast 2: 21; OPRM1-OPRD1 ag: -4.2; phage Ecoli inh: 1.2; PKA-R1A activ: 0; AddAB inh: -0.2; Tat transport: 0; OPRM1-OPRD1 inv: 17; HTR5A inv ctr: 1; Mot1-301 SUMO: 6

How did CNC(=O)c1c(NC(=O)CCS(=O)(=O)c2ccc(F)cc2)sc(C)c1C do in these assays?
PKA-R2B activ: 10; E coli growth: 2.6; PfHsp90 yeast 2: 29; OPRM1-OPRD1 ag: -2.9; phage Ecoli inh: 2.8; PKA-R1A activ: 3; AddAB inh: -0.6; Tat transport: -6; OPRM1-OPRD1 inv: 16; HTR5A inv ctr: -17; Mot1-301 SUMO: -4

Results for O=C(Nc1cccc(C(F)(F)F)c1)C1(c2ccccc2)CC1 ?
PKA-R2B activ: -5; E coli growth: -0.6; PfHsp90 yeast 2: 13; OPRM1-OPRD1 ag: 9.4; phage Ecoli inh: 1.5; PKA-R1A activ: -5; AddAB inh: -0.6; Tat transport: -2; OPRM1-OPRD1 inv: -58; HTR5A inv ctr: -6; Mot1-301 SUMO: 944

Results for CN1CCN(C(=O)C2CCC(=O)N(Cc3cccc(C(F)(F)F)c3)C2)CC1 (stereo not drawn) ?
PKA-R2B activ: -9; E coli growth: 1.6; PfHsp90 yeast 2: -1; OPRM1-OPRD1 ag: -3.9; phage Ecoli inh: 0.1; PKA-R1A activ: -1; AddAB inh: -0.6; Tat transport: 15; OPRM1-OPRD1 inv: 21; HTR5A inv ctr: 10; Mot1-301 SUMO: 6

What do the screens show for `CCc1cc2c(=O)[nH]c(-c3ccncc3)nc2s1`?
PKA-R2B activ: -5; E coli growth: -0.5; PfHsp90 yeast 2: -11; OPRM1-OPRD1 ag: -0.7; phage Ecoli inh: 1.9; PKA-R1A activ: 0; AddAB inh: 1.7; Tat transport: 0; OPRM1-OPRD1 inv: 4; HTR5A inv ctr: -1; Mot1-301 SUMO: -12

Results for COc1cc(OC)c(NC(=O)Cn2cccc2)cc1Cl ?
PKA-R2B activ: -1; E coli growth: 0.8; PfHsp90 yeast 2: 19; OPRM1-OPRD1 ag: -2.3; phage Ecoli inh: 3.0; PKA-R1A activ: 0; AddAB inh: 0.6; Tat transport: -5; OPRM1-OPRD1 inv: 12; HTR5A inv ctr: 9; Mot1-301 SUMO: 63

Continued; the last 2 above are carried over.
What do the screens show for `CCc1cc2c(=O)[nH]c(-c3ccncc3)nc2s1`?
PKA-R2B activ: -5; E coli growth: -0.5; PfHsp90 yeast 2: -11; OPRM1-OPRD1 ag: -0.7; phage Ecoli inh: 1.9; PKA-R1A activ: 0; AddAB inh: 1.7; Tat transport: 0; OPRM1-OPRD1 inv: 4; HTR5A inv ctr: -1; Mot1-301 SUMO: -12

Results for COc1cc(OC)c(NC(=O)Cn2cccc2)cc1Cl ?
PKA-R2B activ: -1; E coli growth: 0.8; PfHsp90 yeast 2: 19; OPRM1-OPRD1 ag: -2.3; phage Ecoli inh: 3.0; PKA-R1A activ: 0; AddAB inh: 0.6; Tat transport: -5; OPRM1-OPRD1 inv: 12; HTR5A inv ctr: 9; Mot1-301 SUMO: 63

How did CCN1CCN(c2nc(Nc3ccc(C)c(C)c3)nc(N)c2[N+](=O)[O-])CC1 do in these assays?
PKA-R2B activ: -3; E coli growth: -1.5; PfHsp90 yeast 2: 21; OPRM1-OPRD1 ag: -0.4; phage Ecoli inh: 1.3; PKA-R1A activ: 2; AddAB inh: 0.7; Tat transport: 0; OPRM1-OPRD1 inv: 3; HTR5A inv ctr: -11; Mot1-301 SUMO: 4

How did Cc1ccc(C2(C)NC(=O)N(CC(=O)N3CCN(S(=O)(=O)c4cccs4)CC3)C2=O)cc1 (stereo not drawn) do in these assays?
PKA-R2B activ: -11; E coli growth: -0.5; OPRM1-OPRD1 ag: 0.5; phage Ecoli inh: 1.9; PKA-R1A activ: -10; AddAB inh: 0.2; Tat transport: 0; OPRM1-OPRD1 inv: -3; HTR5A inv ctr: 11; Mot1-301 SUMO: -1

Results for O=[N+]([O-])c1ccc(C[n+]2cc(-c3ccc(Cl)c(Cl)c3)n3c2CCCCC3)cc1 ?
PKA-R2B activ: 2; E coli growth: -1.1; PfHsp90 yeast 2: 27; OPRM1-OPRD1 ag: -3.2; phage Ecoli inh: 5.4; PKA-R1A activ: -6; AddAB inh: 2.0; Tat transport: 0; OPRM1-OPRD1 inv: 16; HTR5A inv ctr: -1; Mot1-301 SUMO: 11

What do the screens show for `CCOC(=O)/C(C#N)=C\c1ccc2c(c1)OCO2`?
PKA-R2B activ: 1; E coli growth: -1.6; PfHsp90 yeast 2: 72; OPRM1-OPRD1 ag: -0.6; phage Ecoli inh: 1.4; PKA-R1A activ: 3; AddAB inh: 1.2; Tat transport: 4; OPRM1-OPRD1 inv: 3; HTR5A inv ctr: -5; Mot1-301 SUMO: -3

How did Cc1ccc(S(=O)(=O)NCc2nc3ccccc3[nH]2)cc1 do in these assays?
PKA-R2B activ: -2; E coli growth: 0.0; PfHsp90 yeast 2: 6; OPRM1-OPRD1 ag: -1.7; phage Ecoli inh: 1.6; PKA-R1A activ: -13; AddAB inh: -1.7; Tat transport: 1; OPRM1-OPRD1 inv: 10; HTR5A inv ctr: -18; Mot1-301 SUMO: 9
